High-throughput results (PubChem BioAssay)
SKKanGAS inh: blocks kanamycin growth of S. pyogenes SKKanGAS strain; AID 1662; actives 1.3% (n = 300,000); inhibition, % at 7.5 µM; BacTiter-Glo, 6 h;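 active = mean replicate score, as percent of positive control median, at least 50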;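 also: strain carries kanamycin resistance gene driven by streptokinase promoter and grows in 40 µg/ml kanamycin; loss of luminescence reflects streptokinase promoter inhibition or plain growth inhibition; 0% = median of DMSO wells and 100% = positive control at its reference dose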
TRPC6 act: activates the mouse TRPC6 cation channel; HEK293-TRPC6 membrane potential dye fluorescence; stronger effect = higher value; B-score at 10 µM; actives 0.13% (n = 310,000); AID 2550;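 active = B-score of the integrated fluorescence ratio above library mean plus 3 SD, and starting fluorescence ratio within library mean plus 5 SD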;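 also: higher score means more depolarization so channel activation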
Target sequence (Q61143 whole entry, looked up): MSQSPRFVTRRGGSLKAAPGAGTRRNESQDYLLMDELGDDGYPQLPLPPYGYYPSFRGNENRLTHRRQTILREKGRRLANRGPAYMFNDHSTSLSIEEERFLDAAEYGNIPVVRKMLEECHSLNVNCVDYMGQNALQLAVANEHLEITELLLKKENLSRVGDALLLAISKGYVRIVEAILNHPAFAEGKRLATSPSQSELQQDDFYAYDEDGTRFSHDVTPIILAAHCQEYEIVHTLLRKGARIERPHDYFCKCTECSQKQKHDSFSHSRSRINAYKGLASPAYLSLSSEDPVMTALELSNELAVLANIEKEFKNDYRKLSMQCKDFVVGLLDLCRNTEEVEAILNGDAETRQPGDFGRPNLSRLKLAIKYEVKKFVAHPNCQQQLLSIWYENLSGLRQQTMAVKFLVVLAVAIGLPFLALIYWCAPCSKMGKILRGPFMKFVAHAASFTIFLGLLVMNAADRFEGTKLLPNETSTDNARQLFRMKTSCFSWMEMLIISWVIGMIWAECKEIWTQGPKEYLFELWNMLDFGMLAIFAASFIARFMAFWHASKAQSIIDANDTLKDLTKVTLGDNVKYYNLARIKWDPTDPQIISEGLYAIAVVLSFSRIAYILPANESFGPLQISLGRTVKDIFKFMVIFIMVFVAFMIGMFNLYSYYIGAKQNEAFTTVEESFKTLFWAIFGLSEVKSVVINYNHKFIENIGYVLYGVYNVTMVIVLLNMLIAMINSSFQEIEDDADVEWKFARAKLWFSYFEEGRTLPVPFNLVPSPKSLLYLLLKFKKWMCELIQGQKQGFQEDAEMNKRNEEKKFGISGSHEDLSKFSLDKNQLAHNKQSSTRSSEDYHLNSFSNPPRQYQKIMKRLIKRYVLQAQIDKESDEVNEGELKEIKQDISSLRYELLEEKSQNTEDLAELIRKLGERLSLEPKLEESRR
MrgX1 allo act: allosterically activates human MrgX1 receptor signaling. B-score at 10 µM. actives 0.63% (n = 310,000). MrgX1-HEK293, Fluo-4 calcium flux, FDSS; stronger effect = higher value;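 active = plate-corrected calcium response at least 3 library SD above typical, normal starting fluorescence, not activating the receptor alone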;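 also: compound read alongside a low EC10 to EC30 dose of BAM8-22 agonist; peak minus trough fluorescence over baseline measured at the second addition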
HIF act: HIF pathway transcriptional activation. AID 1910. actives 0.32% (n = 300,000). activation, % at 7.5 µM (by protocol). U2OS HRE-luciferase reporter, luminescence; normalized: DMSO 0%, desferrioxamine 100%;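 active = mean activation of at least 10% of the iron chelator positive control signal, with at least half of replicates also reaching 10%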
TRPC4 block: blocks the mouse TRPC4 cation channel; Q9QUQ5; HEK293 TRPC4beta/mu-opioid, DAMGO-evoked Fluo4 calcium flux; stronger effect = lower value; B-score at 10 µM; actives 0.39% (n = 300,000);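 active = B-score over 3 SD under the library average, no early fluorescence shift, positive overall ratio signal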
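Assay system: Stable TRPC4beta/mu-opioid receptor HEK293 cells | Reagent: DAMGO in two steps, submaximal then maximal | Compound dosing: Single concentration per test compound | Signal: Fluo4 Ca2+ flux fluorescence | Evaluation: Per-well B score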
Platelet DG rel: modulates dense granule release in human platelets; actives 0.22% (n = 300,000); human platelet-rich plasma, SFLLRN dense granule ATP release, luminescence; inhibition, %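 (compounds screened at 7.5 µM in platelet-rich plasma)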;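 active = mean replicate score, as percent of positive control, at or above 50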
MrgX1 ag: agonists of human MrgX1 receptor; AID 588627; MrgX1-HEK293 cells, Fluo-4 calcium fluorescence, agonist mode; stronger effect = higher value; B-score at 10 µM; actives 0.44% (n = 310,000); Q96LB2;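 active = calcium response B-score plate-corrected fluorescence ratio at least 3 library SD, with starting fluorescence B-score inside 5 SD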
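Test system: HEK293 cells stably expressing human MrgX1 receptor; Input: fifteen thousand cells per well; Dosing: compound delivered in addition one of three; Schedule: overnight seeding, then 1 h dark dye loading; Technique: Fluo-4 NW calcium fluorescence; Measure: B-scored fluorescence response ratio; Controls: positive and negative controls per plate.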
RGS4 block: human RGS4 inhibition. P49798. HEK293 M3R/RGS4 inducible, Fluo-4 calcium flux; stronger effect = higher value; triggered by carbachol at its EC20. B-score at 10 µM. actives 0.45% (n = 310,000). AID 463165;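 active = B-score, a plate-corrected calcium signal, over three deviations above library mean, with baseline fluorescence within five deviations of library mean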;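 also: RGS4 expression induced by doxycycline in cells with stable M3 receptor; B-score is computed from the integrated fluorescence ratio over baseline after carbachol; higher B-score means a larger calcium signal and so more RGS4 inhibition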
Target sequence (P49798 whole entry, looked up): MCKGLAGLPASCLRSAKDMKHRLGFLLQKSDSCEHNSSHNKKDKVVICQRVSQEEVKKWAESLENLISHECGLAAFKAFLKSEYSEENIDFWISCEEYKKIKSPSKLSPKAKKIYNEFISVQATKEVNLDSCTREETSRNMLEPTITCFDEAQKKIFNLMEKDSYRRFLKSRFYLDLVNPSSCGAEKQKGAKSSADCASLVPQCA
RGS4 act: RGS4 potentiation or activation. HEK293 M3R/inducible RGS4, carbachol calcium flux Fluo4; stronger effect = lower value. B-score at 10 µM. actives 0.92% (n = 310,000). AID 463111;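 active = B-score of the integrated calcium signal more than 4 SD below the library mean, with starting fluorescence not abnormally high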;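 also: negative B-score means reduced calcium response which marks RGS4 activation or potentiation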
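Material: M3R-expressing HEK293 line, RGS4 induced by doxycycline | Schedule: Overnight RGS4 induction, 30 min dye load 37 °C, 20 min compound RT | Measured by: Fluo4 fluorescence kinetic imaging of calcium | Read-out: Integrated calcium ratio converted to B score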
TRPC6 inh: mouse TRPC6 channel inhibition. Q61143. HEK293-TRPC6, membrane potential dye, ACh-evoked depolarization; stronger effect = lower value. B-score at 10 µM. actives 1.1% (n = 310,000). AID 2553;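 active = B-score under library mean minus 3 SD, initial fluorescence not abnormally high, positive integrated signal ratio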;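 also: B-score derived from integrated fluorescence ratio over the kinetic read; more negative B-score means stronger inhibition of depolarization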
MrgX1 antag: human MrgX1 receptor antagonism, primary screen; actives 1.3% (n = 310,000); MRGX1-HEK293 calcium flux, Fluo-4, BAM8-22 antagonism; stronger effect = lower value; Q96LB2; B-score at 10 µM; AID 588676;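 active = calcium-response B-score plate-corrected more than 3 library SD below zero, starting fluorescence within 5 deviations, no agonist response on first addition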;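 also: peak minus trough fluorescence over baseline after final BAM8-22 challenge near maximal dose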
Active calls of the source: *; i = inactive; x = no result given.

SMILES | SKKanGAS inh | TRPC6 act | MrgX1 allo act | HIF act | TRPC4 block | Platelet DG rel | MrgX1 ag | RGS4 block | RGS4 act | TRPC6 inh | MrgX1 antag
CCN1/C(=C2/SC(=S)N(NC(C)=O)C2=O)Sc2ccc(OC)cc21 | 2 | i | i | 0.3 | i | -4 | i | i | i | i | i
NC1=NC[C@H](Cc2ccccc2)N1CCc1cccc(F)c1 | 3 | i | i | -0.1 | i | -3 | i | i | i | i | i
Cc1ccc(NC(=O)COC(=O)CCn2c(C)csc2=O)cc1S(=O)(=O)N1CCOCC1 | -2 | i | i | -0.3 | i | -3 | i | i | i | i | i
CC1C=CCC2C(=O)N(c3cccc(C(=O)Nc4ccc(F)cc4)c3)C(=O)C12 (centres undefined) | -8 | i | i | -0.4 | i | 2 | i | i | i | i | i
COc1cccc2cc(-c3cn4cccc(C)c4n3)c(=O)oc12 | 6 | i | i | 2.7 | i | 3 | 38* | i | i | i | i
CC(C)(C)OC(=O)NCCCCCc1nnc(SCC(N)=O)o1 | 5 | i | i | -0.4 | i | -3 | i | i | i | i | i
O=C(CCCOc1ccccc1)NC(=S)Nc1ccccc1 | 19 | i | i | 0.3 | i | -5 | i | i | i | i | i
CCN(C(=O)COC(=O)c1ccc(OC)c(S(=O)(=O)N(C)Cc2ccccc2)c1)C1CCS(=O)(=O)C1 (centres undefined) | -1 | i | i | -23 | i | 1 | i | i | i | i | i
Cc1ccc(-c2nnn(CC(=O)N3CCN(c4ccccc4)CC3)n2)o1 | 3 | i | i | 0.4 | i | 3 | i | i | -7.6* | -5.3* | i
Cc1ccc(NC(=S)NC2CCCCC2)cc1S(=O)(=O)N(C)C | -5 | i | i | 2.0 | i | 0 | i | i | i | i | i
CN(CC1COCCO1)C(=O)c1cc(COc2c(F)cccc2F)on1 (centres undefined) | 32 | i | i | 1.4 | i | -11 | i | i | i | i | i
Cn1c(CSc2nc3ccccc3s2)nnc1SCC(=O)NCc1cccnc1 | -4 | i | i | 0.4 | i | 3 | i | i | i | i | i
CCC(=O)N1CCN(c2ccccc2NC(=O)COc2cccc(C)c2)CC1 | -12 | i | i | 0.0 | i | 9 | i | i | i | i | i
COc1ccc(N(CC(=O)NC2CCCC2)C(=O)CCC(=O)Nc2cc(C)on2)cc1OC | 1 | i | i | 0.5 | i | -15 | i | i | i | i | i
O=C(Nc1ccc(Cl)c(Cl)c1)C1CCN(C(=O)c2ccco2)CC1 | 7 | i | i | 0.4 | i | 4 | i | i | i | i | i
COc1cccc(CNCCSc2nnnn2C)c1 | x | i | i | -0.1 | i | -10 | i | i | i | i | i
Cc1ccc(F)cc1NC(=O)C1CCN(c2cnccn2)CC1 | x | i | i | -0.1 | i | 1 | i | i | i | i | i
CN1CCCC(OC(=O)c2ccc(Cl)cc2)C1 (centres undefined) | 1 | i | i | 0.2 | i | 10 | i | i | i | i | i
S=C(Nc1ccccc1Cl)N(Cc1cccnc1)Cc1ccco1 | -2 | i | i | -0.4 | i | -26 | i | i | i | i | i
Cc1ccc(Cl)cc1N(CC(=O)NC1CCCC1)C(=O)c1csnn1 | -4 | i | i | 0.6 | i | 0 | i | i | i | i | i
COc1ccc(NC(=O)c2csc(C)c2)cc1OC | -4 | i | i | 0.8 | i | -5 | i | i | i | i | i
Nc1nnc(CC(=O)N/N=C/c2ccccc2OCc2ccccc2F)s1 | 2 | i | i | 1.7 | i | 6 | i | i | i | i | i
N#CCSc1nc2ccc(N3CCCCC3)cc2c(=O)n1Cc1ccccc1 | 26 | i | i | 0.2 | i | -4 | i | i | i | i | i
COc1ccccc1/C=C/C(=O)NC(=S)NC(C)C | -8 | i | i | -0.3 | i | 14 | i | i | i | i | i
CC(NC(=O)c1ccccc1C(=O)O)c1ccc(-n2ccnc2)cc1 (centres undefined) | 1 | i | i | -0.3 | i | 14 | i | i | i | i | i

Additional compounds follow:
SMILES | SKKanGAS inh | TRPC6 act | MrgX1 allo act | HIF act | TRPC4 block | Platelet DG rel | MrgX1 ag | RGS4 block | RGS4 act | TRPC6 inh | MrgX1 antag
Cc1ccc(S(=O)(=O)N(Cc2n[nH]c(=S)n2-c2ccccc2)c2ccccc2)cc1 | 6 | i | i | 0.4 | i | -4 | i | i | i | i | i
Cc1ccc(-c2noc(CCC(=O)Nc3ccc4c(c3)OCO4)n2)cc1 | 1 | i | i | 0.0 | i | 1 | i | i | i | i | i
CCOC(=O)C1=C(N)Oc2cc(O)ccc2C1c1cccnc1 (centres undefined) | 3 | i | i | -0.5 | i | -11 | i | i | i | i | i
O=C(c1cccc([N+](=O)[O-])c1)N1CCCC(C(=O)N2CCCCCC2)C1 (centres undefined) | -2 | i | i | -1.0 | i | 5 | i | i | i | i | i
CC(N)=Nc1ccc([N+](=O)[O-])cc1 | 1 | i | i | 0.2 | i | 6 | i | i | i | i | i
CCOC(=O)C(=O)Nc1ccccc1C#N | -10 | i | i | -0.2 | i | -5 | i | i | i | i | i
Cc1cc(=O)oc(C)c1C(=O)OCC(=O)c1ccc(Cl)cc1 | 9 | i | i | 0.8 | i | 0 | i | i | i | i | i
O=C(CN(Cc1ccc(F)cc1)C(=O)CCC(=O)Nc1ccccn1)NCCc1ccccc1 | -6 | i | i | -0.2 | i | -5 | i | i | i | i | i
COc1ccc(N(CC(=O)NCc2ccccc2OC)S(=O)(=O)c2ccccc2[N+](=O)[O-])c(OC)c1 | -3 | i | i | -0.7 | i | -1 | i | i | i | i | i
Cc1ccccc1C(=O)NNC(=O)C1CC(=O)N(Cc2ccccc2)C1 (centres undefined) | 13 | i | i | 0.0 | i | 18 | i | i | i | i | i
Cc1cc(=O)oc(C)c1C(=O)Nc1ccc(Cl)cn1 | -2 | i | i | -0.6 | i | x | i | i | i | i | i
O=C1CCCC(=O)C1CS(=O)(=O)c1ccccc1 | 3 | i | i | 0.1 | i | -1 | i | i | i | i | i
CCC(C(=O)NC1CCCCC1)N(CC1CCCO1)C(=O)CNS(=O)(=O)c1ccc(OC)cc1 (centres undefined) | -2 | i | x | -0.3 | i | 1 | x | i | i | i | x
O=C(c1ccco1)N1CCN(CCCCN2C(=O)c3ccccc3C2=O)CC1 | -3 | i | i | 0.0 | i | 11 | i | i | i | i | i
COc1ccc(Cc2nnc(NC(=O)c3ccc(OC)cc3OC)s2)cc1 | 11 | i | i | -17 | i | -12 | i | i | i | i | i
COc1ccc(C)cc1S(=O)(=O)N(C)CC(=O)NCc1ccccn1 | -3 | i | i | -0.3 | i | 9 | i | i | i | i | i
COc1cc(/C=C/C(=O)OCC(=O)NCc2ccco2)ccc1OCC#N | 2 | i | i | 0.1 | i | -3 | i | i | i | i | i
COc1cc(NC(=O)c2ccc(Cl)cc2Cl)ccc1NC(=O)c1cccs1 | 14 | i | i | 0.0 | i | -8 | i | i | i | i | i
CCOC(=O)Nc1ccc([N+](=O)[O-])cc1C | -1 | i | i | -0.8 | i | 16 | i | i | i | i | i
O=C(COc1ccccc1Cl)Nc1ccc2oc(=O)ccc2c1 | -3 | i | i | 1.6 | i | 4 | i | i | i | i | i
CC1CN(C(=S)Nc2ccccc2C(F)(F)F)CC(C)O1 (centres undefined) | 2 | i | i | 0.1 | i | -9 | i | i | i | i | i
CC(C)Sc1nc2ccccc2n2cnnc12 | -8 | i | i | -0.9 | i | -11 | i | i | i | i | i
N#Cc1c(N)n(-c2ccccc2)c(=O)c2cc([N+](=O)[O-])ccc12 | -17 | i | i | -0.4 | i | 5 | i | i | i | i | i
Cc1cccc[n+]1CC(=O)c1ccc(Cl)cc1 | -14 | i | i | 4.0 | i | -13 | i | i | i | i | i
Cc1ccc(C(C)(C)C)cc1S(=O)(=O)Nc1nc2ccccc2nc1Cl | 21 | i | i | -6.4 | -6* | 5 | i | i | i | i | i

(listing goes on)
SMILES | SKKanGAS inh | TRPC6 act | MrgX1 allo act | HIF act | TRPC4 block | Platelet DG rel | MrgX1 ag | RGS4 block | RGS4 act | TRPC6 inh | MrgX1 antag
Cc1cccc(C)c1NC(=O)CN1CCNCC1 | -3 | i | i | -0.8 | i | 14 | i | i | i | i | i
Clc1ccc(Nc2nc(-c3cccnc3)cs2)cc1 | 2 | i | i | 1.9 | i | 11 | i | i | i | i | i
Cc1ccccc1NC(=O)CN1C(=O)C2C3CC(C(Br)C3Br)C2C1=O (centres undefined) | 4 | i | i | -0.1 | i | -2 | i | i | i | i | i
Cc1cc(N2CCN(c3ccc(F)cc3)CC2)nc2cc(O)ccc12 | 4 | i | i | 0.0 | i | 15 | i | i | i | -6.3* | i
CCC(C)(C)n1nnnc1C(c1cccnc1)N1CCN(c2cccc(C(F)(F)F)c2)CC1 (centres undefined) | -6 | i | i | -0.9 | i | 3 | i | i | i | i | i
O=c1[nH]c(/C=C/c2ccc3c(c2)OCO3)c([N+](=O)[O-])c(=O)[nH]1 | -11 | i | i | -0.5 | i | -19 | i | i | i | i | i
O=S(=O)(NCc1ccccn1)c1ccc2c(c1)OCCO2 | -5 | i | i | -0.1 | i | 1 | i | i | i | i | i
CC(C)(C)[C@@H]1C=C(C(=O)N2CCN(Cc3ccccc3)CC2)O[C@H](OCc2ccc(CO)cc2)C1 | 10 | i | i | 0.1 | i | 1 | i | i | i | i | i
COc1ccc(Cl)cc1-c1nc(-c2ccc(NC(=O)c3cccs3)cc2)no1 | 16 | i | i | 1.9 | i | 3 | i | i | i | i | i
Nc1ccc(NC(=O)Nc2ccc(N)cc2)cc1 | 0 | i | i | -0.1 | i | 4 | i | i | i | i | i
COc1ccc2ccccc2c1/C=N/O | 24 | i | i | -0.4 | i | -2 | i | i | i | i | i
CC1CC(C)CN(C(=O)CN(C)S(=O)(=O)c2ccc3c(c2)c(=O)n(C)c(=O)n3C)C1 (centres undefined) | -1 | i | i | -0.2 | i | -4 | i | i | i | i | i
CC1(C)Cc2cccc(OCC(=O)Nc3ccccc3F)c2O1 | 27 | i | i | 0.1 | i | 9 | i | i | i | i | i
CCCN(CCC)c1c([N+](=O)[O-])c(=O)oc2ccccc12 | -5 | i | i | -0.4 | i | -7 | i | i | i | i | i
C[C@@H](NC(=O)[C@@H]1Cc2ccccc2CN1C(=O)OC(C)(C)C)C(=O)NCC1CCCO1 (some centres undefined) | -7 | i | i | 0.1 | i | -3 | i | i | i | i | i

Looked up above.
In Platelet DG rel, CC(C)(C)[C@@H]1C=C(C(=O)N2CCN(Cc3ccccc3)CC2)O[C@H](OCc2ccc(CO)cc2)C1 shows 1
In SKKanGAS inh, CCCN(CCC)c1c([N+](=O)[O-])c(=O)oc2ccccc12 shows -5
